# Bioassay records: PubChem, several laboratories
# PRMT1 inh – PRMT1 (human) inhibition, primary screen. Q99873. inhibition, % at 2.79 µM. recombinant PRMT1, activity-based probe fluorescence polarization. AID 652257. 1.3% of 370,000 active;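 active means inhibition above about 21% made by adding two undisclosed values, limit read from the data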
# UHRF1 MBD2 ctr – blocks human UHRF1 binding to methylated DNA | Q96T88 | UHRF1 binding to methylated oligo, TR-FRET | inhibition, % at 4.4 µM | 0.75% of 370,000 active | AID 687016; in the data active means inhibition above about 21%;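 further: UHRF1 SRA domain binding a hemimethylated CpG hairpin DNA probe; 0% = median of test compound wells and 100% = reference inhibitor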
# Target sequence (Q96T88 whole entry, looked up, the tested form may be a part): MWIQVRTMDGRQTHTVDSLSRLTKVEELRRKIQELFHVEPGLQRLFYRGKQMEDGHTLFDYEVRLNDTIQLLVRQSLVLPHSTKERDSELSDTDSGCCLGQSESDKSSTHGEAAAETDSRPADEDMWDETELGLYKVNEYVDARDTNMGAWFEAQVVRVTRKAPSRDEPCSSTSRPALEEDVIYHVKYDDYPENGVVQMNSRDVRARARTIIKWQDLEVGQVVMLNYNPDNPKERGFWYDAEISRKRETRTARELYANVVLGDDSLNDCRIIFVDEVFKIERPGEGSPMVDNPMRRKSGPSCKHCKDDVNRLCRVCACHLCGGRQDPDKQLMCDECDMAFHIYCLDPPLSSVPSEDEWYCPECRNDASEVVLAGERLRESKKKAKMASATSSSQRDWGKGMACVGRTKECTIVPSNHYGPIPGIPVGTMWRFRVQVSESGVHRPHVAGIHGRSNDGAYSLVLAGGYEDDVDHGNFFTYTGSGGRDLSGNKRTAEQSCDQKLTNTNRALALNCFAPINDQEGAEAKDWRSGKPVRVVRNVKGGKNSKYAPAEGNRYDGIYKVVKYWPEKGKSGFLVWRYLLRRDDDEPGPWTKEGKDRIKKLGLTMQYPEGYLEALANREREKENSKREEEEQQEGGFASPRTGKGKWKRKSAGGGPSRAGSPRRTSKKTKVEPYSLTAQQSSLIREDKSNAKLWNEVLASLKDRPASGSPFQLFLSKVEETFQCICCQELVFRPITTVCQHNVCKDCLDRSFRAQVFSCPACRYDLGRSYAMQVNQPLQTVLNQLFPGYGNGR
# MBD2 inh – inhibitors of human MBD2 binding to methylated oligonucleotide; TR-FRET; AID 686964; 0.31% of 370,000 active; inhibition, % at 4.4 µM; in the data active means inhibition above about 13%
# TCR-CD3 inh – blocks the human TCR-CD3 interaction. AID 651800. inhibition, % at 9.4 µM. 0.37% of 360,000 active. TAMRA-labeled TCR probe fluorescence, biochemical; in the data active means inhibition above about 19%;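 further: recombinant mutant TCR 2C K166C tagged with TAMRA read by polarization; 0% = receptor in buffer alone and 100% = receptor with positive control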
# SIAE primary – blocks human sialic acid acetylesterase. inhibition, % at 9.66 µM. 0.69% of 370,000 active. SIAE FP-Rh probe binding, fluorescence polarization;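 active means inhibition above a cutoff: mean of compounds within the control limits plus 3 SD of those, cut at about 17% in these data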;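 further: 0% = plate median of compound wells and 100% = probe without SIAE protein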
# HTRA1 inh – HTRA1 (human) protease inhibition. recombinant HTRA1, FP-rhodamine activity-based probe, fluorescence polarization. 0.5% of 340,000 active. Q92743. inhibition, % at 5.96 µM; in the data active means inhibition above about 36%;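 further: 0% = enzyme with DMSO and 100% = wells lacking enzyme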
# rCAG binder – molecules binding r(CAG) RNA repeats | r(CAG) RNA repeat, TO-PRO-1 dye displacement fluorescence | inhibition, % at 3 µM | 1.3% of 370,000 active;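 active means inhibition above the plate cutoff, the mean of all test compounds on that plate plus 3 SD, cut at about 35% in these data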;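 further: 0% = DMSO alone and 100% = 100 µM mitoxantrone as full dye displacement; higher means more dye released from RNA so lower well fluorescence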
# mABHD4 FP – ABHD4 (mouse) inhibition, primary FP screen. Q8VD66. purified mABHD4, FP-Rh probe fluorescence polarization. inhibition, % at 8.92 µM. 0.54% of 370,000 active;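 active means inhibition exceeding the mean over every tested compound plus 3 SD, cut at about 30% in these data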;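 further: 0% = plate median of compound wells and 100% = S159A mutant with DMSO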
#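 Assay system: Wild-type mouse ABHD4 protein | Medium: HEPES pH 7.0 buffer, 150 mM NaCl, 0.01% Pluronic F-127 | Incubation: Enzyme–compound pre-incubation 45 min, then probe 60 min, both 25 °C | Technique: Fluorescence polarization with parallel and perpendicular emission, 525/598 nm | Evaluation: % inhibition of FP-Rh probe binding versus controls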
# NPR1 activator – GC-A (human) enzyme activation; activation, % at 10 µM; HEK293 GC-A cells, cGMP TR-FRET, EC30 ANP; 0% at EC30 ANP, 100% saturating ANP; P16066; 0.14% of 370,000 active; in the data active means activation above about 40%
# GC-B act – GC-B (human) receptor activation | activation, % at 10 µM | AID 1920062 | HEK293-GC-B cells, CNP EC30, cGMP TR-FRET; 0% at EC30 CNP, 100% saturating CNP | P20594 | 0.11% of 370,000 active;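 active means activation at 10 µM reaching about 35% in either raw or pattern-adjusted values, limit read from the data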
# Starred values were filed as active, the others as inactive; . = no result given.
# Preview (2 entries):
structure	PRMT1 inh	UHRF1 MBD2 ctr	MBD2 inh	TCR-CD3 inh	SIAE primary	HTRA1 inh	rCAG binder	mABHD4 FP	NPR1 activator	GC-B act
Cc1cc2oc(C(=O)Nc3nonc3C)c(C)c2cc1Cl	0	-4	1	1	-9	2	5	-2	-2	-9
CCOC(=O)c1cc(-c2sc(NC(=O)c3ccccc3)nc2C)n(Cc2ccccc2)n1	0	-1	1	9	-29	-70	6	-27	-1	5

# All compounds of this part, from the first entry:
structure	PRMT1 inh	UHRF1 MBD2 ctr	MBD2 inh	TCR-CD3 inh	SIAE primary	HTRA1 inh	rCAG binder	mABHD4 FP	NPR1 activator	GC-B act
Cc1cc2oc(C(=O)Nc3nonc3C)c(C)c2cc1Cl	0	-4	1	1	-9	2	5	-2	-2	-9
CCOC(=O)c1cc(-c2sc(NC(=O)c3ccccc3)nc2C)n(Cc2ccccc2)n1	0	-1	1	9	-29	-70	6	-27	-1	5
C/C(=N\NC(=O)CN1CCN(S(=O)(=O)c2ccc(C)cc2)CC1)c1cccnc1	-4	-3	-3	0	4	2	-1	2	2	0
O=C(NCCC1CCCCN1S(=O)(=O)c1ccc(Cl)cc1)C(=O)NCCN1CCOCC1 (stereo not given)	-1	20	2	4	9	5	-5	-2	1	-2
Cc1ccc2c(c1)N(CC(=O)N1CCCCCC1)C(=O)C(C)O2 (stereo not given)	-2	-2	-4	-6	1	-3	1	-3	-2	3
O=C(NC1CC1)C1CCCN1S(=O)(=O)c1ccc2ccccc2c1 (stereo not given)	4	-1	-3	4	-7	-3	-1	1	0	7
C=CCNC(=O)Nc1cc(Cl)ccc1OC	-4	-2	-6	8	4	6	1	-6	3	-1
COc1ccc(CSc2nnnn2-c2ccc(C(=O)O)cc2)cc1	-5	-2	-2	4	-2	-2	5	-3	0	2
O=C(CCc1c[nH]c2ccccc12)N1CCN(S(=O)(=O)c2ccc(F)cc2)CC1	1	1	1	-2	4	-11	2	-3	-3	-1
Cc1ccc2cc(C#N)c(SCC(=O)N3CCCC3)nc2c1	-2	-2	-3	7	-7	-5	-5	-2	-5	1
Cc1ccc(S(=O)(=O)N2CCC(C(=O)OCC(=O)NCc3cccc(Cl)c3)CC2)cc1C	-1	-2	2	-3	-2	-25	3	-6	3	4
C[C@H]1CN([C@@H](C)CO)C(=O)CCCn2cc(nn2)CO[C@@H]1CN(C)C(=O)Nc1cccc(C(F)(F)F)c1	0	2	0	-3	0	2	-2	3	1	2
CCOC(CNC(=O)C1CCN(S(=O)(=O)c2ccc3nc4c(c(C(=O)O)c3c2)CCCCC4)CC1)OCC	1	11	5	2	-2	-3	6	3	3	2
COC(=O)C1=C(C)N(Cc2ccc(C(F)(F)F)cc2)C(=NCc2ccccc2)NC1c1ccccc1C(F)(F)F (stereo not given)	0	0	6	-1	0	.	2	7	-7	-7
CC(C)C[C@@H]1COc2cc(Br)ccc2S(=O)(=O)N1Cc1cn(Cc2ccc(F)cc2)nn1	0	0	2	.	-1	.	2	-4	-2	0
Cc1ccccc1Oc1ccc2c(c1)[C@@H]1C[C@H](N(C)C(=O)c3cccnc3)[C@H]([C@H](C)O)C(=O)N1CC2	0	-2	3	-1	5	-8	1	5	3	-6
Cc1ccc(C(=O)CC2(O)C(=O)Nc3ccccc32)s1 (stereo not given)	3	5	4	-4	1	1	0	-8	-1	1
O=C(Nc1nnc(C2=COCCO2)o1)c1ccc(F)cc1	2	0	3	1	-4	2	-4	11	1	-1
Cc1cc(NC(=O)COC(=O)C2CC2)ccc1Br	3	6	-4	9	5	1	3	-3	3	-1
Cc1cc2oc(C(=O)N3CCN(CCc4ccccn4)CC3)c(C)c2cc1C	1	3	-5	-2	24*	1	-11	-1	6	3
Cc1ccc(-c2cc(-c3cccc(F)c3)n[nH]2)c(O)c1	2	-1	-4	5	-12	-35	18	-18	6	-7
CCOC(=O)N1CCN(S(=O)(=O)c2cc(Br)cc3c2N(C(=O)CC)CC3)CC1	0	-1	4	6	-6	8	-3	-5	0	1
CCCCn1nnnc1C1(C)CCC(=O)N1c1ccc(N2CCOCC2)cc1 (stereo not given)	2	0	-1	-14	8	.	3	6	0	1
Cc1cccc(C)c1NC(=O)NS(=O)(=O)c1ccccc1	-5	5	2	2	-6	5	2	-6	1	2
CCC(Sc1nc2cc3c(cc2c(=O)n1Cc1ccco1)OCO3)C(=O)Nc1ccccc1OC (stereo not given)	2	8	6	-10	-5	0	0	-6	-4	8
Cc1ccc(C(=O)NC(=S)Nc2nc(-c3cccc([N+](=O)[O-])c3)cs2)c(Cl)c1	-1	3	-3	-2	-6	-1	-1	-6	0	-5
Cc1c(NC(=O)c2ccccc2)c(=O)n(-c2ccccc2)n1C	1	-1	0	4	9	3	0	0	4	2
Cc1ccc(/C=N/NC(=O)c2ccc3nc[nH]c3c2)o1	10	9	-3	3	1	4	0	-2	3	1
CCCOc1ccc2c(C)c(CC(=O)OC)c(=O)oc2c1	-2	-5	0	1	2	5	-6	-1	1	-3
CCN(CC)P(=O)(Nc1ccc(Br)cc1)c1c(C)nn(CCC#N)c1NC(=O)c1ccc(Cl)cc1 (stereo not given)	-2	-1	1	-1	1	-10	15	4	-2	-2

# Some of the entries so far, with each value named.
Structure: Cc1c(NC(=O)c2ccccc2)c(=O)n(-c2ccccc2)n1C
  PRMT1 inh = 1 | UHRF1 MBD2 ctr = -1 | MBD2 inh = 0 | TCR-CD3 inh = 4 | SIAE primary = 9 | HTRA1 inh = 3 | rCAG binder = 0 | mABHD4 FP = 0 | NPR1 activator = 4 | GC-B act = 2

Structure: Cc1ccc(/C=N/NC(=O)c2ccc3nc[nH]c3c2)o1
  PRMT1 inh = 10 | UHRF1 MBD2 ctr = 9 | MBD2 inh = -3 | TCR-CD3 inh = 3 | SIAE primary = 1 | HTRA1 inh = 4 | rCAG binder = 0 | mABHD4 FP = -2 | NPR1 activator = 3 | GC-B act = 1

Structure: CCCOc1ccc2c(C)c(CC(=O)OC)c(=O)oc2c1
  PRMT1 inh = -2 | UHRF1 MBD2 ctr = -5 | MBD2 inh = 0 | TCR-CD3 inh = 1 | SIAE primary = 2 | HTRA1 inh = 5 | rCAG binder = -6 | mABHD4 FP = -1 | NPR1 activator = 1 | GC-B act = -3

Structure: CCN(CC)P(=O)(Nc1ccc(Br)cc1)c1c(C)nn(CCC#N)c1NC(=O)c1ccc(Cl)cc1 (stereo not given)
  PRMT1 inh = -2 | UHRF1 MBD2 ctr = -1 | MBD2 inh = 1 | TCR-CD3 inh = -1 | SIAE primary = 1 | HTRA1 inh = -10 | rCAG binder = 15 | mABHD4 FP = 4 | NPR1 activator = -2 | GC-B act = -2

# Whole records from above. Order of screens: PRMT1 inh, UHRF1 MBD2 ctr, MBD2 inh, TCR-CD3 inh, SIAE primary, HTRA1 inh, rCAG binder, mABHD4 FP, NPR1 activator, GC-B act
# Listed for Cc1ccc(-c2cc(-c3cccc(F)c3)n[nH]2)c(O)c1 = 2, -1, -4, 5, -12, -35, 18, -18, 6, -7
# Listed for Cc1ccccc1Oc1ccc2c(c1)[C@@H]1C[C@H](N(C)C(=O)c3cccnc3)[C@H]([C@H](C)O)C(=O)N1CC2 = 0, -2, 3, -1, 5, -8, 1, 5, 3, -6

# The listing picks up, starting two compounds before the break.
structure	PRMT1 inh	UHRF1 MBD2 ctr	MBD2 inh	TCR-CD3 inh	SIAE primary	HTRA1 inh	rCAG binder	mABHD4 FP	NPR1 activator	GC-B act
CCCOc1ccc2c(C)c(CC(=O)OC)c(=O)oc2c1	-2	-5	0	1	2	5	-6	-1	1	-3
CCN(CC)P(=O)(Nc1ccc(Br)cc1)c1c(C)nn(CCC#N)c1NC(=O)c1ccc(Cl)cc1 (stereo not given)	-2	-1	1	-1	1	-10	15	4	-2	-2
Cc1[nH]c(C)c(S(=O)(=O)N2CCN(c3cccc(C(F)(F)F)c3)CC2)c1C(=O)N1CCCC1	3	3	-1	1	-2	-2	-3	-5	-5	6
CCOC(=O)C1=C(CSc2nc(-c3ccncc3)ccc2C#N)OC(N)=C(C#N)C1c1cccnc1 (stereo not given)	9	-7	-5	-3	-8	-10	3	-2	1	-4
Cc1cccc2cc3c(N)c(C(=O)N4CCCc5ccccc54)sc3nc12	38*	1	0	-6	8	-8	9	16	-5	-6
CCN(CC)C(=O)Oc1ccccc1NC(C)=O	-4	3	-2	3	-5	3	-2	3	1	4
O=C(Cn1cc[n+](Cc2ccccc2)c1)c1ccc([N+](=O)[O-])cc1	-4	3	0	1	5	4	11	2	4	13
O=C(CN1CCN(C(=O)c2cccc(-n3cnnn3)c2)CC1)Nc1ccccc1Cl	-5	0	-5	7	-6	7	3	1	-5	0
COc1ccc(C(=O)NCC(=O)OCc2c(Cl)cccc2Cl)cc1OC	3	-2	1	1	0	5	-1	2	-1	1
CCOC(=O)C1(CCOC)CCCCC1=O (stereo not given)	5	1	1	-2	-5	6	0	-5	0	6
Cc1ccc(OCc2n[nH]c(=S)n2-c2ccc(Cl)cc2)cc1	21	0	6	-8	3	1	15	8	3	-6
COc1ccc(C(N)=O)cc1NC(=O)CC(O)(C(F)(F)F)C(F)(F)F	-2	-2	1	-2	-4	8	1	0	2	-1
CCN(CC)C(=O)c1cccc(-c2csc(C(C)(O)c3ccccc3)n2)c1 (stereo not given)	-3	3	0	2	-7	.	-1	-1	2	10
CC(=O)c1ccc(NC(=O)CSc2nc3[nH]ncc3c(=O)[nH]2)cc1	2	1	1	0	4	0	3	4	1	-1
CCC(C(=O)OCC(=O)Nc1cccc(C(C)=O)c1)c1ccccc1 (stereo not given)	1	1	4	-6	1	-10	-8	-4	-6	1
Cc1cc(C(C)(C)C)ccc1OCCn1ccnc1	-2	-1	-7	7	5	-4	-2	10	-1	1
Cc1nc(Cc2nnc(SCC(=O)Nc3c(C)cccc3C)o2)cs1	2	-2	-5	3	1	-2	0	7	3	2
COc1cc(C2NC(=O)NC(C)=C2C(=O)OCc2ccc(C)cc2)cc(OC)c1O (stereo not given)	-1	-3	0	4	8	9	-4	1	-4	1
CC(C)c1ccc(NC(=S)Nc2ccc3[nH]c(=O)[nH]c3c2)cc1	-3	1	-2	0	6	8	-1	5	-3	-3
O=C(NCCCn1ccnc1)c1ccc(-c2cccc(C(F)(F)F)c2)o1	-1	-2	-2	-1	-1	-5	3	0	0	-1
Cn1ncc2c(NCCc3ccccc3)nc(Cl)nc21	0	-4	-4	-2	-10	-3	0	-1	2	-2
O=C(NNC(=S)NCc1ccccc1)c1ccc(Br)o1	-1	-3	4	0	0	-11	3	-2	0	0
CN1C[C@@H]2[C@@H]3C(=O)N(Cc4ccccc4)C(=O)[C@@H]3[C@](Cc3ccccc3)(C1=O)N2C(=O)c1ccccc1	4	-3	6	1	5	1	-4	7	-2	-8
COc1ccc2[nH]c(=O)c(CN(C(=O)c3cccnc3)c3ccccc3OC)cc2c1	3	-2	4	7	-7	1	-6	-8	-2	-1
Cn1cnc([N+](=O)[O-])c1N=C(N)N	1	-1	0	-5	2	5	2	-2	2	-4
CCC(C(=O)OCC(=O)Nc1c(C)nn(-c2ccccc2)c1C)c1ccccc1 (stereo not given)	3	0	0	3	2	5	-6	2	1	1

# The list is partial; the hit share may differ from the screen's.
